Source: PubChem
OPRM1-OPRD1 inv – mu-delta opioid heterodimer inverse agonism; P35372+P41143; cell-based MOR-DOR heterodimer luminescence; inhibition, % at 9.3 µM; actives 0.21% (n = 340,000); AID 504357; in the data active means inhibition above about 22%, passing the limit was not always enough;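 further: 0% = cells with DMSO and 100% = wells without cells with DMSO; values of inactives mirror those of a sister screen read the other way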
Target sequence (P35372 whole entry, looked up): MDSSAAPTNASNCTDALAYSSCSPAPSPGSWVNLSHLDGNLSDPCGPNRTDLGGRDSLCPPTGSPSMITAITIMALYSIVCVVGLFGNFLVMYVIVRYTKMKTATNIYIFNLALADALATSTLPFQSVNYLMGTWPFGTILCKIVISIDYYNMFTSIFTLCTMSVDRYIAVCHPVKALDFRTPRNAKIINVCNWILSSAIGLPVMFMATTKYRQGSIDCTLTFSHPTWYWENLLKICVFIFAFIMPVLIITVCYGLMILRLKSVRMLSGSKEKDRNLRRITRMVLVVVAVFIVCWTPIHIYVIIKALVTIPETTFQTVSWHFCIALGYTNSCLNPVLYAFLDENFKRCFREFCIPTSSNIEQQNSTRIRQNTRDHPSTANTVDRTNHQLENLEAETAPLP
Target sequence (P41143 whole entry, looked up): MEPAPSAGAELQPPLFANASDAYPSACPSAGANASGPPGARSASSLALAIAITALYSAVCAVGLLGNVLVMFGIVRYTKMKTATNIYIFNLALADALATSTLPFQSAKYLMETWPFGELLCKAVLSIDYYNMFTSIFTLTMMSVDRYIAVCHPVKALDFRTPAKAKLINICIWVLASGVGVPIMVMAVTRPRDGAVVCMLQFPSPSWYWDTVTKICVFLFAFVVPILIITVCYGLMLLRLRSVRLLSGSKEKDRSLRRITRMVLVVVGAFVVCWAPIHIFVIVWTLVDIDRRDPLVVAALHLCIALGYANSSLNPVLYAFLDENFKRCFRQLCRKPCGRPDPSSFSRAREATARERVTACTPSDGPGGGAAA
AddAB inh – less growth of phage-infected E. coli with AddAB. E. coli expressing H. pylori AddAB, absorbance growth. inhibition, % at 11.9 µM. actives 0.29% (n = 330,000). AID 435030; in the data active means inhibition above about 12%;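 further: 0% = vehicle wells of infected cells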
E coli growth – reduces bacterial viability in AddAB counter-screen. E. coli V3065 growth, OD600 absorbance, 18 h. inhibition, % at 11.9 µM. actives 0.27% (n = 330,000). AID 449728;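 active means inhibition above the campaign's mean inhibition across all tested compounds plus 3 SD, cut at about 9.9% in these data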;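 further: uninfected addAB+ strain grown without phage in ampicillin broth; 0% = DMSO wells and 100% = ciprofloxacin 0.95 µg/ml wells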
PfHsp90 yeast 2 – growth inhibition of yeast expressing Plasmodium Hsp90; AID 504621; inhibition, % at 9.4 µM; S. cerevisiae expressing PfHsp90, BacTiter-Glo ATP, 48 h; yeast lacking PDR1 and PDR3 efflux regulators; actives 0.32% (n = 310,000);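 active means every replicate shows inhibition above about 80%, whatever the replicate mean, limit read from the data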;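 further: 0% = DMSO neutral controls and 100% = 20 µM radicicol positive controls; yeast relying on Plasmodium falciparum Hsp90 in place of its own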
Tat export inh – E. coli Tat transport inhibition | E. coli MC4100 TorA-mCherry Tat export, fluorescence | inhibition, % at 10 µM | actives 0.036% (n = 340,000) | AID 488895;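 active means mean replicate inhibition at least 50% and at least half of replicates individually reaching 50%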;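 further: exported cargo escapes ClpAP degradation while cytoplasmic cargo is degraded and loses fluorescence; 0% = median of neutral control wells and 100% = median of NaSCN control wells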
phage Ecoli inh – E. coli growth loss with phage present; growth absorbance; inhibition, % at 11.9 µM; actives 0.26% (n = 360,000); AID 651602; in the data active means inhibition above about 11%
OPRM1-OPRD1 ag – agonists of human mu-delta opioid receptor heterodimerization; actives 0.3% (n = 340,000); P35372+P41143; activation, % at 9.3 µM; cells, OPRM1-OPRD1 heterodimerization, luminescence; AID 504326; in the data active means activation above about 18%;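 further: 0% = vehicle-treated cells and 100% = reference agonist; values of inactives mirror those of a sister screen read the other way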
PKA-R2B act – activators of human PKA-R2B complex. P22694+P31323. PKA-R2B holoenzyme dissociation, Cy5-IP20 fluorescence polarization; R2B truncated from residue 108, S112A mutant; 0% DMSO only, 100% 113 µM cGMP. activation, % at 11.4 µM. actives 0.079% (n = 340,000);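 active means activation above a cutoff set at the mean over all compounds plus 3 SD, cut at about 18% in these data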;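 further: higher means more holoenzyme dissociation and a rise in polarization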
HTR5A inv ctr – counter-screen for OPRM1-OPRD1 inverse agonists: human HTR5A inverse agonism | P47898 | HTR5A cell line, luminescence | inhibition, % at 9.3 µM | actives 0.083% (n = 340,000); in the data active means inhibition mostly above about 23%, no sharp cut-off; inactive means mostly below about 18%;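 further: 0% = cells with DMSO and 100% = no-cell wells with DMSO; some compounds called inactive have numbers as strong as hits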
Mot1-301 SUMO – inhibitors of SUMOylation pathway: yeast Mot1-301 growth rescue. AID 2716. growth rescue, % at 18.8 µM. S. cerevisiae Mot1-301 growth rescue, ATP luminescence, 38.5C; percent above DMSO median, 100 means doubled. actives 1% (n = 320,000);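 active means every valid replicate shows activation above 250% relative to neutral control wells; inactive means the rest, any valid replicate at or below 250%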;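 further: OY570 slx delta 5 strain wells were the positive control but not used for scaling; some compounds called inactive have numbers as strong as hits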
PKA-R1A activ – activators of PKA-R1A complex | P00514+P68181 | PKA-R1A dissociation, Cy5-IP20 fluorescence polarization; scaled: DMSO 0%, 113 µM cGMP 100% | activation, % at 11.4 µM | actives 0.083% (n = 340,000) | AID 504707;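 active means percent activation above the mean of all tested compounds plus 3 SD, cut at about 19% in these data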;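 further: higher means more PKAc released from R1A so a rise in polarization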
Numbers without * were called inactive; nt = not tested or not shown.

SMILES	OPRM1-OPRD1 inv	AddAB inh	E coli growth	PfHsp90 yeast 2	Tat export inh	phage Ecoli inh	OPRM1-OPRD1 ag	PKA-R2B act	HTR5A inv ctr	Mot1-301 SUMO	PKA-R1A activ
COc1ccccc1CN(CC(=O)NCc1ccc2c(c1)OCO2)C(=O)c1ccc2c(c1)OCCO2	6	0.2	0.6	-55	0	1.8	-1.1	-2	6	nt	-5
Cc1ccc(S(=O)(=O)N2CCOCC2)cc1C(=O)NC1CCN(Cc2ccccc2)CC1	15	nt	nt	nt	-1	-0.7	-3.9	2	4	nt	-1
COc1ccc2[nH]c(=O)c(CN(c3ccccc3OC)S(=O)(=O)c3ccccc3)cc2c1	-6	-1.7	-0.2	-15	-3	2.5	1.1	-6	-37	6	-12
COc1ccc(C2=NOC(COc3ccc4c(C)cc(=O)oc4c3)C2)c(OC)c1 (centres undefined)	nt	0.9	0.3	nt	2	-3.9	nt	nt	nt	2	nt
COc1cccc(C(=O)O/N=C2\CCS(=O)(=O)c3sccc32)c1	11	-0.8	0.5	9	-5	3.3	-2.2	-8	35	-18	-3
Cc1nn(Cc2ccccc2Cl)c(C)c1C(=O)NCc1ccco1	-10	-0.3	-0.2	9	4	0.6	1.8	-10	14	-5	0
CCCCOc1ccccc1NC(=O)CC1Nc2ccccc2NC1=O (centres undefined)	-2	-0.9	-1.9	-6	-2	-3.9	0.4	8	5	66	-3
COc1ccc(OC)c(S(=O)(=O)N2CCC(C(=O)N3CCCC3)CC2)c1	0	1.7	-1.5	-6	-4	-0.1	0.1	0	16	2	3
COC(=O)c1ccc2c(=O)n(CCN3CCOCC3)c(SCC(=O)Nc3cccc(OC)c3)nc2c1	0	1.8	0.8	-91	-2	1.3	-0.1	0	-1	13	-2
c1ccc(NC2=NCCN2CCCC2CCCC2)cc1	5	2.2	1.5	-16	1	2.1	-0.9	7	-8	145	4
O=C(N/N=C/c1cccc([N+](=O)[O-])c1)c1cc(-c2ccc3c(c2)OCO3)n[nH]1	0	1.7	-0.8	-9	-4	3.0	-0.1	-5	-14	-6	-3
O=S(=O)(c1ccc2c(c1)OCCO2)N1CCC(O)(c2ccc(Cl)cc2)CC1	-19	2.6	-0.4	-1	1	3.4	3.1	-3	4	-13	-8
CC(=O)c1ccc(-n2c(-c3cc(-c4ccsc4)n[nH]3)n[nH]c2=S)cc1	-4	2.6	-1.7	nt	0	2.9	0.7	-6	8	485	0
Cc1cccc(N2CCN(C(=O)C3CCN(S(=O)(=O)c4c(C)noc4C)CC3)CC2)c1C	-2	-0.4	-0.5	5	-2	1.0	0.3	0	8	25	4
O=C(COC(=O)c1cccc(S(=O)(=O)N2CCc3ccccc32)c1)Nc1ccc(Cl)cn1	-8	1.6	-0.3	-4	12	5.2	1.2	0	8	nt	-3
Oc1[nH]c2ccc(Br)cc2c1N=NC(=S)NCC1CCCO1 (centres undefined)	-10	0.9	-4.6	4	-7	-0.9	1.8	-6	-1	-12	-7
O=C(Nc1cccc(S(=O)(=O)N2CCCCCC2)c1)c1ccc2ccccc2n1	2	2.9	2.4	-5	2	3.0	-0.4	-3	20	-14	1
O=[N+]([O-])c1ccc(NCCCNS(=O)(=O)c2ccc(Cl)cc2)c(Cl)c1	-17	2.8	-1.2	-19	6	1.6	2.9	-1	-4	9	-3
O=C(CSc1nc(-c2ccccc2)cc(=O)[nH]1)N1CCc2ccccc21	16	2.2	-1.3	-40	-7	4.8	-2.9	4	-44	18	-3
O=S(=O)(c1cccc2nonc12)N1CCN(c2ccc(F)cc2)CC1	2	0.8	0.5	15	2	4.0	-0.4	-9	31	-26	0
COC(=O)C1=C(C)NC(C)=C(C(=O)OC)C1c1ccc(-c2cccc([N+](=O)[O-])c2)o1	4	2.4	-2.8	-1	-2	0.6	-0.7	-11	-19	-1	-8
O=C(NC1CCN(C(=O)N2c3ccccc3Sc3ccccc32)CC1)c1ccccc1F	-21	0.8	1.9	-6	-11	2.5	3.6	-7	-2	2	-6
O=C(COC(=O)CCc1nc2ccccc2c(=O)[nH]1)NC(c1ccccc1)c1ccccc1	4	-0.8	-1.9	-13	-5	-0.9	-0.7	-4	4	26	-8
Cc1cccc(NC(=O)CN2CCN(CC(=O)Nc3cccc(C)c3)CC2)c1	15	2.5	0.2	-20	-3	1.6	-2.6	1	-3	-21	-8
CSc1ccccc1C(=O)Nc1cccc([N+](=O)[O-])c1C	6	2.2	2.6	8	-7	2.4	-1.1	-7	-17	297	-7

As a short view, part of the list above.
SMILES	OPRM1-OPRD1 inv	AddAB inh	E coli growth	PfHsp90 yeast 2	Tat export inh	phage Ecoli inh	OPRM1-OPRD1 ag	PKA-R2B act	HTR5A inv ctr	Mot1-301 SUMO	PKA-R1A activ
O=C(Nc1cccc(S(=O)(=O)N2CCCCCC2)c1)c1ccc2ccccc2n1	2	2.9	2.4	-5	2	3.0	-0.4	-3	20	-14	1
O=[N+]([O-])c1ccc(NCCCNS(=O)(=O)c2ccc(Cl)cc2)c(Cl)c1	-17	2.8	-1.2	-19	6	1.6	2.9	-1	-4	9	-3
O=C(CSc1nc(-c2ccccc2)cc(=O)[nH]1)N1CCc2ccccc21	16	2.2	-1.3	-40	-7	4.8	-2.9	4	-44	18	-3
O=S(=O)(c1cccc2nonc12)N1CCN(c2ccc(F)cc2)CC1	2	0.8	0.5	15	2	4.0	-0.4	-9	31	-26	0
COC(=O)C1=C(C)NC(C)=C(C(=O)OC)C1c1ccc(-c2cccc([N+](=O)[O-])c2)o1	4	2.4	-2.8	-1	-2	0.6	-0.7	-11	-19	-1	-8
O=C(NC1CCN(C(=O)N2c3ccccc3Sc3ccccc32)CC1)c1ccccc1F	-21	0.8	1.9	-6	-11	2.5	3.6	-7	-2	2	-6
O=C(COC(=O)CCc1nc2ccccc2c(=O)[nH]1)NC(c1ccccc1)c1ccccc1	4	-0.8	-1.9	-13	-5	-0.9	-0.7	-4	4	26	-8
Cc1cccc(NC(=O)CN2CCN(CC(=O)Nc3cccc(C)c3)CC2)c1	15	2.5	0.2	-20	-3	1.6	-2.6	1	-3	-21	-8
CSc1ccccc1C(=O)Nc1cccc([N+](=O)[O-])c1C	6	2.2	2.6	8	-7	2.4	-1.1	-7	-17	297	-7

The listing continues:
SMILES	OPRM1-OPRD1 inv	AddAB inh	E coli growth	PfHsp90 yeast 2	Tat export inh	phage Ecoli inh	OPRM1-OPRD1 ag	PKA-R2B act	HTR5A inv ctr	Mot1-301 SUMO	PKA-R1A activ
O=C(CCc1ccccc1)N1CCN(CCO)CC1	15	7.2	-0.3	0	-9	0.5	-2.9	-10	1	-4	-7
CCOC(=O)c1ccc(S(=O)(=O)NNC(=O)COc2ccc(C)cc2)cc1	8	1.7	0.5	-27	4	2.0	-1.6	-12	-24	-3	17
COc1ccc(OC)c2nc(-c3ccc4c(c3)OCO4)ccc12	12	0.2	1.4	-1	1	-1.2	-2.3	1	9	-7	-13
CC(OC(=O)c1nsc(Cl)c1Cl)C(=O)NCc1ccco1 (centres undefined)	8	-0.1	-0.9	2	-6	0.5	-1.4	-7	4	-20	-3
CCc1nnc(NC(=O)c2ccc(Cl)c(S(=O)(=O)N3CCc4ccccc4C3)c2)s1	-3	-0.3	-2.6	-3	-6	1.7	0.5	2	15	-3	-10
CC(=O)Nc1cccc(-c2csc(Nc3ccccn3)n2)c1	13	4.5	0.1	-5	4	1.4	-2.2	-8	-4	-7	-6
O=C(COC(=O)C1CCN(c2ccc(C(F)(F)F)cn2)CC1)NCc1ccc(F)cc1	-14	-1.4	-1.2	-6	11	0.5	2.6	-8	6	4	-9
CCOC(=O)C1CCN(CCC(=O)Nc2ccc(Br)c(C)c2)CC1	-20	nt	nt	-1	-1	2.8	4.2	-13	11	105	1
O=C(c1ccccc1O)N1CCOCC1	-7	4.0	3.1	-13	-9	0.8	1.4	-1	10	355	1
CCN(CC)C(=O)Cn1c(=O)oc2ccccc21	4	-0.5	-2.9	-20	-16	3.6	-0.8	3	-11	389*	-1
O=C(NS(=O)(=O)Nc1ccccc1)C1=C(N2CCCC2)COC1=O	4	2.1	1.3	-8	-3	-0.5	-0.8	1	-3	-19	8
Nc1nc(SCC(=O)NCc2ccc3c(c2)OCO3)n[nH]1	11	3.4	0.5	4	-9	3.6	-1.8	0	4	13	-2
COc1cc2[nH]c(=S)n(Cc3ccc(F)cc3)c(=O)c2cc1OC	5	0.4	0.2	-6	-9	-1.8	-1.0	-1	-8	5	-7
Cc1cc(=O)oc2cc(Oc3ncccn3)ccc12	9	0.2	-1.1	8	-1	2.1	-1.7	-17	-13	179	-10
COC(=O)NNC(=O)CCCOc1ccc(Cl)cc1Cl	-4	1.6	0.4	-4	-8	2.0	0.8	-7	8	-2	12
O=C(NCc1ccccc1Cl)c1ccc(Br)o1	8	-0.9	-0.5	12	-3	3.8	-1.5	-1	-17	231	4
C=CCN1C(=O)/C(=C2\SC(N3CCOCC3)=NC2=O)c2cc(Br)ccc21	-6	1.3	-1.9	2	-3	1.4	1.1	-10	5	-16	1
COc1ccc(CCNC(=O)COC(=O)c2ccc[nH]c2=O)cc1	0	-0.5	-0.7	9	-13	1.2	0.1	-1	9	259	-1
N#C/C(=C\c1cn[nH]c1-c1ccccc1Br)C(=O)O	1	1.1	1.5	56	-11	-0.6	-0.1	6	-6	4	12
CCCn1c(C)cc(-c2csc(NC(=O)CCc3nc4ccccc4c(=O)[nH]3)n2)c1C	21	2.8	-1.6	-42	5	3.7	-4.2	-2	-18	2	-1
CCNC(=S)N1CCN(S(=O)(=O)c2cccc(C(F)(F)F)c2)CC1	4	2.2	-1.3	21	1	2.9	-0.7	3	24	-6	-1
CC(C)(C)Cc1nnc(NS(=O)(=O)c2ccc(F)cc2)s1	9	-1.8	-2.8	7	-1	2.4	-1.9	-22	-16	-5	-7
COc1cccc(NC(=O)CCC2CCN(C(=O)c3sccc3C)CC2)c1	11	-2.0	1.9	9	8	3.1	-2.1	-3	-8	-6	-16
O=C1c2ccccc2C(=O)N1CC1CO1 (centres undefined)	19	nt	nt	-10	-7	3.5	-3.7	-6	11	nt	-6
O=C(CCc1nc2sc3c(c2c(=O)[nH]1)CCCC3)NCCOc1ccccc1	0	-2.1	-1.9	0	-17	-1.9	0.0	-1	-7	-2	-1
O=c1n(CC2CO2)c(=O)n(CC2CO2)c(=O)n1CC1CO1 (centres undefined)	6	nt	nt	-1	-1	2.1	-1.3	-2	-11	nt	4
NC(=S)N1N=C(c2ccccc2)CC1=O	12	nt	nt	57	-1	1.0	-2.8	-5	-5	nt	-2
C=CC[C@@H](CC(=O)N[C@@H](CO)Cc1ccccc1)C(=O)N[C@H](COC(=O)[C@@H](CC=C)Cc1ccc(F)cc1)Cc1c[nH]c2ccccc12	6	1.4	0.8	9	-6	2.5	-1.1	-11	-4	-1	-1
Cn1nc(-c2ccc(C(=O)NCC3CCCO3)cc2)c2ccccc2c1=O (centres undefined)	-4	-0.7	-3.5	-3	-13	1.8	0.6	-11	19	-8	8
Cc1cc(C)n2nc(-c3cccnc3)nc2n1	8	4.3	-2.2	3	1	2.5	-1.9	-5	15	62	-1
